Screening data as filed in PubChem.
GRIN3A LBD mod – modulators (binders) of human NR3A ligand-binding domain. NR3A LBD differential scanning fluorimetry, Tm shift; 0% = protein alone, 100% = glycine-bound protein. Tm shift relative to glycine control, % at 25 µM. 340,000 tested, 2.5% active. AID 1259313;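 active means melting temperature shift of at least 10% of the positive control shift, at one fixed dose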
mIAP activ – increases mouse intestinal alkaline phosphatase activity | muIAP, CDP-Star luminescence, 30 min; stronger effect = higher value; 1 = vehicle-only enzyme signal, 0 = enzyme-free wells | activation factor at 10 µM | 330,000 tested, 0.24% active;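 active means activation factor of at least 2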; further: the source names both 10 and 20 µM as test concentration; values of inactives mirror those of a sister screen read the other way
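Assay system: mouse IAP enzyme; Reagent: CDP-Star chemiluminescent phosphatase substrate; Compound: DMSO-dissolved test compounds; Incubation: 30 min, room temperature; Technique: luminescence from enzymatic CDP-Star hydrolysis; Controls: DMSO-only wells and no-enzyme negative control.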
A3A deaminase – human APOBEC3A DNA deaminase inhibition | 330,000 tested, 0.41% active | recombinant A3A, FAM/TAMRA ssDNA deamination fluorescence | P31941 | inhibition, % at 20 µM | AID 493011;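 active means at least 40% inhibition at 20 µM here, with at most 30% in a related deaminase screen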;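 further: plate controls were A3A with DMSO for no effect and wells lacking A3A enzyme for full effect; some results filed as inactive read as strong as hits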
Target sequence (P31941 whole entry, looked up): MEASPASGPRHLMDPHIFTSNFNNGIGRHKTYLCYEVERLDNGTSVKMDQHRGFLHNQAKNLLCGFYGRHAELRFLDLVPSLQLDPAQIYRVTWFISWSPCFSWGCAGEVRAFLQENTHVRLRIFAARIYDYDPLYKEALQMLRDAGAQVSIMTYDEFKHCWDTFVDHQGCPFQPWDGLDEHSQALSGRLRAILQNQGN
hIAP activ – increases human intestinal alkaline phosphatase activity. AID 2524. P09923. 330,000 tested, 0.16% active. purified human IAP, CDP-Star luminescence, 30 min; stronger effect = higher value; 1 = vehicle-only enzyme, 0 = enzyme-free background. activation factor at 10 µM;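 active means activation factor of the enzyme at least 2-fold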; further: the source names both 10 and 20 µM as test concentration; values of inactives mirror those of a sister screen read the other way
Target sequence (P09923 whole entry, looked up): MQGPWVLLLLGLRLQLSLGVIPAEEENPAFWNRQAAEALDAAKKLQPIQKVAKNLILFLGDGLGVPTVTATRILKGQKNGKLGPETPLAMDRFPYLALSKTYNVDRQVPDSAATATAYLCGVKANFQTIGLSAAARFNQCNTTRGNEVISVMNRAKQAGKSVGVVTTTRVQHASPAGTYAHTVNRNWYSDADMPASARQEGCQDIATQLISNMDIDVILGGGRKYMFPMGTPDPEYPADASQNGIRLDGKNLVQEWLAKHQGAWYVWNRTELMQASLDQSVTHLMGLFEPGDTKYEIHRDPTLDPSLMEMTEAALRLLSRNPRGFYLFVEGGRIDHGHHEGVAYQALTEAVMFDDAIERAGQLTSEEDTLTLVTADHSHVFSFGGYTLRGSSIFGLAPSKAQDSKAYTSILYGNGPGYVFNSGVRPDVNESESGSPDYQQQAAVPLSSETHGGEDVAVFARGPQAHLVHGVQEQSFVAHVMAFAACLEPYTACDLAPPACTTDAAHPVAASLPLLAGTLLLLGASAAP
mIAP inh – mouse IAP inhibition | 330,000 tested, 0.2% active | inhibition, % at 10 µM | purified mouse IAP, CDP-Star luminescence, 30 min;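 active means inhibition of at least 40% at 10 µM in the primary screen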;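 further: plate controls were DMSO with enzyme for no effect and no enzyme wells for full effect; values of inactives mirror those of a sister screen read the other way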
hIAP block – blocks human intestinal alkaline phosphatase | P09923 | purified IAP, CDP-Star luminescence, 30 min | inhibition, % at 10 µM | 330,000 tested, 0.12% active | AID 2544;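 active means inhibition reaching a set limit with compound at 10 µM in the primary screen, cut at about 35% in these data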;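 further: plate controls were DMSO wells with enzyme for no effect and no-enzyme buffer wells for full effect; values of inactives mirror those of a sister screen read the other way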
MPTP inh – permeability transition pore inhibition | isolated mouse mitochondria, Ca2+ swelling absorbance, 30 min | inhibition, % at 10 µM | 360,000 tested, 1.4% active;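 active means inhibition of 50% or more, scaled per plate between neutral and stimulator controls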;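 further: 0% = DMSO wells given calcium and 100% = 1 mM EGTA wells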
beta cell repl – inducers of beta-cell replication in MIN6 cells | MIN6 cells proliferation, ATPlite luminescence, 48 h; cells starved in 0.2% serum; 100% = growth in 10% serum | proliferation, % at 10 µM | 330,000 tested, 0.29% active;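 active means compounds whose signal lies at least 3.5 SD above the mean of all wells on their plate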;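 further: 0% = DMSO-treated cells in low-serum medium and 100% = 10% serum control; some compounds called inactive have numbers as strong as hits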
A3G deaminase – APOBEC3G (human) deaminase inhibition; AID 493012; 330,000 tested, 0.28% active; recombinant A3G, ssDNA deamination FAM/TAMRA fluorescence; inhibition, % at 20 µM;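 active means inhibition of at least 40% at 20 µM, with no more than 30% in the related APOBEC3A deaminase screen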;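 further: plate controls were DMSO wells with A3G for no effect and wells lacking A3G enzyme for full effect; some compounds called inactive have numbers as strong as hits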
Target sequence (Q9HC16 whole entry, looked up): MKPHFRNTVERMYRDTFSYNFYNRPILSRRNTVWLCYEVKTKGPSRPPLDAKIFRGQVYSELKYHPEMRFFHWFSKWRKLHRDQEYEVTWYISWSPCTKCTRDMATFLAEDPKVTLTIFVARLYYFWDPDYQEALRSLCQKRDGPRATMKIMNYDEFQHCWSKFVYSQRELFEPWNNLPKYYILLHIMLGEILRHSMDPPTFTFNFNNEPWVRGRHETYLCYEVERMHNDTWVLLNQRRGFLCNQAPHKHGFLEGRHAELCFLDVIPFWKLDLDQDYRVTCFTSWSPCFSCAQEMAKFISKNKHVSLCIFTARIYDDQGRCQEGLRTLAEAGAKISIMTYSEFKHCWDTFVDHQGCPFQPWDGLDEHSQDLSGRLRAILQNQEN
* hit, by the source's call. Compounds as they come; any-hit rate near 5%.

SMILES	GRIN3A LBD mod	mIAP activ	A3A deaminase	hIAP activ	mIAP inh	hIAP block	MPTP inh	beta cell repl	A3G deaminase
COc1cc(OC)cc(C(=O)N[C@H](C(=O)OCC(=O)Nc2ccc(OC)c(OC)c2)C(C)C)c1	1	0.98	-2	0.97	2	3	-1.6	-3	-12
CCOC(=O)c1ccc(N2C(=O)c3n[nH]c(C)c3C2c2ccc(OC)c(OC)c2)cc1 (centres undefined)	-2	0.97	0	1	3	-3	2.6	0	-4
CCc1ccc(NC(=O)CCc2nc3sc4c(c3c(=O)[nH]2)CCCC4)cc1	-7	0.89	4	1.1	11	-14	-0.4	-2	-4
CCCn1c(CN2CCN(C(=O)OCC)CC2)nc2cc(NC(=O)CC)ccc21	-2	1	2	0.91	0	9	-0.8	-4	1
CC(C)COc1ccc2[nH]c3c(c2c1)CCCC3=O	1	1	-1	0.99	-3	1	0.3	0	-7
COc1ccc(/C(C)=N/NC(=S)NCc2ccco2)cc1	1	1	-2	1.3	-1	-26	1.5	-3	-5
O=C(Nc1cccc(C(F)(F)F)c1)C1C2CC3OC(=O)C1C3C2 (centres undefined)	0	1.1	-3	1	-8	-3	1.3	-1	-8
CCn1cc(SCC(=O)N2CCOCC2)c2ccccc21	0	0.97	2	0.83	3	17	-0.7	0	0
Cc1cc(NC(=O)C2CCCN(S(=O)(=O)c3c(C)noc3C)C2)n[nH]1 (centres undefined)	-1	1	-4	1.1	-2	-6	-2.2	0	-7
Clc1ccc2c(c1)[C@H]1OCC[C@H]1[C@@H](c1ccco1)N2	-1	0.8	0	1.1	20	-6	-0.5	-5	1
COc1cc(-c2cc(C(=O)O)c3cc4c(cc3n2)OCCO4)cc(OC)c1OC	-1	1	-2	0.91	-3	9	-0.9	-3	-2
CC(Oc1ccccc1)C(=O)Nc1nnc(S(=O)(=O)N(C)c2ccccc2)s1 (centres undefined)	-5	0.98	-5	1.1	2	-5	2.6	-2	-6
COc1ccc(-c2csc(N(CCCN(C)C)C(=O)c3ccccc3C)n2)cc1	-3	0.97	-5	1.1	3	-10	-2.6	-5	31
O=C(NC[C@@H]1CCCO1)c1cccc2c1C(=O)c1ccc(N3CCOCC3)cc1S2(=O)=O	0	0.93	-1	0.92	8	8	0.8	3	-6
Cc1ccc(C(=O)Nc2ccccc2C(=O)N2CCCCC2C)cc1 (centres undefined)	0	1.1	2	0.93	-8	7	2.3	2	16
NS(=O)(=O)c1ccc(Sc2ccc3ccccc3c2)nc1	-4	0.97	-6	1.1	3	-7	1.5	-4	-4
CN(CC(=O)Nc1ccccc1Br)C(=O)CNC(=O)c1ccc2c(c1)OCO2	2	0.97	-5	0.85	3	15	-1.1	1	-13
Cc1ccc(NC(=O)c2cccc(S(=O)(=O)N(C)c3ccccc3)c2)cc1S(=O)(=O)N1CCOCC1	-8	1	3	0.9	-1	10	27	-3	-6
CCCCN(CCCC)Cc1ccc(C(=O)NNC(=O)Nc2ccc(F)cc2)o1	0	1.1	2	1.8	-9	-77	-0.1	3	-4
COc1ccccc1C(=O)NCc1ccco1	2	0.94	-2	1.2	6	-20	0.1	-1	-2
COc1ccccc1NC(=O)c1cc(Br)ccc1Cl	1	0.99	0	0.95	1	5	-0.3	-1	-3
CCC(=O)NNC(=O)Cc1c(C)n(C(=O)c2ccc(Cl)cc2)c2ccc(OC)cc12	-3	0.98	9	1.3	2	-29	-0.6	2	-8
COc1ccc(CNS(=O)(=O)c2ccc(-n3cnnn3)c(OC)c2)cc1	0	0.95	-1	0.93	5	7	-0.3	0	-6
O=C(CN1CCN(S(=O)(=O)N2CCCCCC2)CC1)Nc1cc(Cl)ccc1Cl	2	0.91	-2	0.98	10	2	0.3	2	-8
CC(=O)c1cc(C#N)c(SCc2ccccc2)nc1C	15*	1	-1	1.1	-2	-8	1.3	-1	-1
N#Cc1nc(Cc2ccccc2)oc1N1CCCC1	-3	1	2	1	-1	0	-2.2	-1	-5
COc1cccc(CNC(=O)c2cc(COc3c(F)cccc3F)on2)c1	-1	0.96	5	1.1	4	-12	0.6	-3	1
CCOc1ccc(C(=O)NCc2ccco2)cc1	-2	1	4	1.1	-4	-8	-0.7	-1	-1
O=C(COc1ccc(-n2ccnc2)cc1)Nc1cccc(Cl)c1	6	1.1	2	0.97	-6	3	89*	-6	-2
CCOC(=O)C1=C(N)n2c(s/c(=C\c3ccco3)c2=O)=C(C(=O)OC(C)C)C1c1ccco1 (centres undefined)	-3	0.79	1	1.2	22	-18	7.9	-1	-4
CCN1CCN(CC(=O)NC2CCCCC2)C(=O)C1=O	0	0.9	-2	0.86	10	14	-1.9	2	-5
CS(=O)(=O)NN1C(=O)c2ccccc2NC1c1ccccc1O (centres undefined)	0	0.92	-1	1	8	-5	-0.8	2	-6
COc1cccc(CN2CCN(C(=O)c3cccc4ccccc34)CC2)c1OC	-2	1.1	-4	1.1	-12	-13	1.3	-2	-8
O=C1CCC(/C=C/c2ccccc2)=NN1Cc1ccccc1	5	0.92	0	0.95	8	5	1.0	5	-6
Cc1cc(NC(=O)C2CC2)ccc1NC(=O)c1cccs1	-1	0.82	-1	1	18	-1	-0.5	0	-13
COC(=O)Cn1ccc(-c2ccc(Cl)cc2)c(C#N)c1=O	-1	0.88	-6	0.95	12	5	-0.3	-3	-12
CC(C)NC(=O)COc1coc(CN2CCN(c3cccc(Cl)c3)CC2)cc1=O	-1	0.96	-5	1	4	-4	-0.4	1	-7
O=C(CSc1nnc(-c2ccccc2F)n1C1CC1)Nc1ccc2[nH]c(=O)[nH]c2c1	-2	0.9	-3	1.1	10	-10	0.3	-1	-6
COc1ccc(N(C)S(=O)(=O)c2cccc(C(=O)NC3CCCC3)c2)cc1	0	1.1	-1	1.1	-6	-7	1.1	-3	-6
CN(C)c1ccc(NC(=O)CSCc2nc3c(nnn3Cc3ccc(F)cc3)c(=O)[nH]2)cc1	4	0.99	-4	0.97	1	3	1.2	-3	0
N=c1c(C(=O)NCCc2ccccc2)cc2c(=O)n3ccccc3nc2n1CC1CCCO1 (centres undefined)	-3	1	-3	1	-5	-1	-1.4	-2	-5
CCCCN1C[C@H](Cc2ccccc2)[C@@H](CC(=O)Nc2ccccc2)C1=O	2	1.2	-4	1	-20	-3	0.2	-2	-9
Cc1cc(C)c(C(=O)OCCNC(=O)c2cccnc2)cc1C	0	1	-4	0.95	-2	5	0.1	-1	-4
C/C(=C\C(=O)c1ccc(Br)cc1)NNC(=O)c1ccc(O)cc1	1	0.86	-3	0.85	14	15	0.2	-4	0
Cc1ccc(C(=O)N2CCC(C(=O)c3c(C)cc(C)cc3C)CC2)cc1	-2	0.99	1	0.92	1	8	-0.5	-3	4
Oc1ccc2c(c1)oc1cc(O)ccc12	18*	1	2	0.95	-3	5	2.0	-1	-1
CCCCOC(=O)C1=C(C)Nc2ncnn2C1c1ccc(OC)c(OC)c1 (centres undefined)	-2	1.1	-2	0.76	-9	24	1.6	7	-13
O=C(CSc1ncnc2nc[nH]c12)N1CCOCC1	11*	0.87	4	0.94	13	6	-2.0	-2	2
COc1ccc(NC(=O)c2ccccc2N2C(=O)C3C4C=CC(C5CC45)C3C2=O)c(OC)c1 (centres undefined)	-1	1	1	1.2	-4	-23	-0.2	-5	1
COc1ccccc1N(C)S(=O)(=O)c1ccc(C(=O)NNC(=O)c2ccccc2O)cc1	-4	0.72	-2	1.4	28	-45	4.5	-5	-5

Already shown: an excerpt of the list.
SMILES	GRIN3A LBD mod	mIAP activ	A3A deaminase	hIAP activ	mIAP inh	hIAP block	MPTP inh	beta cell repl	A3G deaminase
Oc1ccc2c(c1)oc1cc(O)ccc12	18*	1	2	0.95	-3	5	2.0	-1	-1
CCCCOC(=O)C1=C(C)Nc2ncnn2C1c1ccc(OC)c(OC)c1 (centres undefined)	-2	1.1	-2	0.76	-9	24	1.6	7	-13
O=C(CSc1ncnc2nc[nH]c12)N1CCOCC1	11*	0.87	4	0.94	13	6	-2.0	-2	2
COc1ccc(NC(=O)c2ccccc2N2C(=O)C3C4C=CC(C5CC45)C3C2=O)c(OC)c1 (centres undefined)	-1	1	1	1.2	-4	-23	-0.2	-5	1
COc1ccccc1N(C)S(=O)(=O)c1ccc(C(=O)NNC(=O)c2ccccc2O)cc1	-4	0.72	-2	1.4	28	-45	4.5	-5	-5

Continuation:
SMILES	GRIN3A LBD mod	mIAP activ	A3A deaminase	hIAP activ	mIAP inh	hIAP block	MPTP inh	beta cell repl	A3G deaminase
COc1ccc(NC(=O)CN2CCN(c3nc(-c4ccc(F)cc4)cs3)CC2)c(OC)c1	-2	0.88	-3	1	12	-2	3.3	-4	-6
CCC(C)c1ccc(S(=O)(=O)Nc2cccnc2)cc1 (centres undefined)	-1	0.99	3	1	1	-2	-0.3	5	-2
O=C(O)c1ccc(/C=C/C(=O)c2ccc3c(c2)OCCCO3)cc1	-1	0.99	0	1	0	0	-1.4	-4	-4
COc1ccccc1NC(=O)CSc1nnc(C)o1	-2	1	1	1	-1	-1	2.5	-1	3
CC(=O)N(Cc1cc2cc(C)c(C)cc2n2nnnc12)CC1COCCO1 (centres undefined)	0	0.96	0	1.2	4	-19	-2.8	2	-3
FC(F)(F)c1cccc(N2CCN(CC3CC4C=CC3C4)CC2)c1 (centres undefined)	4	0.9	-6	1.2	10	-15	1.5	-1	-9
Clc1ccc(SCCCCn2cncn2)cc1	-1	1.2	0	0.84	-16	16	0.2	-1	-3
O=C(CC1Sc2ccccc2NC1=O)NCc1ccccc1 (centres undefined)	1	0.92	1	1.2	8	-20	3.3	-1	-8
CCC(=O)N(C)/C=C1\Sc2ccccc2C1=O	2	0.98	-4	1.4	2	-36	1.6	-1	-7
CC(=O)NC1(C(F)(F)F)NC(=O)N(CCc2ccccc2)C1=O (centres undefined)	-10	0.98	-3	0.94	2	6	0.1	-4	-8
Cc1ccc(S(=O)(=O)N(C)Cc2nc(-c3ccccn3)no2)cc1	1	0.95	-1	0.93	5	7	-0.1	0	0
O=C(CCCN1C(=O)/C(=C\c2ccccc2)SC1=S)Nc1ccc(C(=O)O)cc1	1	0.92	0	1	8	0	0.3	0	-5
Cc1onc(C(=O)Nc2cccc(C(F)(F)F)c2)c1[N+](=O)[O-]	-3	0.87	-5	1.1	13	-7	-0.8	-3	-3
O=C(Nc1ccccc1)c1cccc(N2C(=O)C3C4C=CC(C5CC45)C3C2=O)c1 (centres undefined)	0	0.99	1	1.2	1	-17	-0.8	4	-7
Cc1ccccc1Cn1c2ccccc2c2cnn(CC(=O)NCCCN3CCN(C)CC3)c(=O)c21	-3	1	-1	1.2	-3	-23	-1.6	-7	-3
Cc1ccccc1NC(c1cccc(Cl)c1)c1nnnn1C1CCCCC1 (centres undefined)	13*	0.96	-3	1.1	4	-8	1.3	-1	-3
C=CCNC(=O)c1ccc(NC(=O)C2=CSCCO2)cc1	-10	0.98	-3	1	2	-2	-1.5	2	-9
CCOc1ccc(NC(=O)CNC(=O)c2ccc([N+](=O)[O-])cc2)cc1	-1	1.1	-4	0.92	-10	8	1.5	-2	-8
COc1cc(OC)cc(-c2nc3ccccc3c(=O)n2OC(=O)c2ccc(C)c(C)c2)c1	1	0.92	-1	1	8	0	9.3	1	-6
C/C(=N\NC(=O)OC(C)(C)C)c1cccc([N+](=O)[O-])c1	-6	1	2	1	-3	0	-0.9	0	-4
CCOC(=O)C1C(=O)C=C(C)C(C(=O)OCC)C1c1cccc([N+](=O)[O-])c1 (centres undefined)	-1	0.92	-5	1.4	8	-37	-1.0	-4	-3
CC(=O)Oc1ccccc1C(=O)Oc1ccc(/C=N/n2cnnc2)cc1	-2	0.94	-3	0.87	6	13	0.9	2	-5
